Compound activity as filed in PubChem.
Mac1 fbg inh = inhibitors of human CD11b/CD18 binding to fibrinogen; P05107+P11215; K562 CD11b/CD18 adhesion to fibrinogen, ATPlite luminescence; Mn2+ added to activate the integrin; inhibition, % at 10 µM; 93,000 compounds, 0.54% hits; AID 1497;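 active = primary inhibition of 50% or more at 10 µM, then 40% or more on retest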; also: some results filed as inactive read as strong as hits
ERb coact inh = blocks coactivator binding to human estrogen receptor beta; Q92731; TR-FRET ER-beta LBD / SRC1-Cy5 peptide binding; receptor agonist-loaded with 1 µM estradiol; inhibition, % at 25.6 µM; 86,000 compounds, 1.3% hits;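 active = compounds whose percent inhibition of the receptor-coactivator binding signal exceeds about 50% in the single-dose screen, limit read from the data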;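 also: 0% = receptor plus peptide wells without compound and 100% = peptide-only wells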
ERa SRC1 inh = blocks coactivator binding to human estrogen receptor alpha; AID 629; 86,000 compounds, 1.7% hits; TR-FRET ER-alpha LBD / SRC-1 peptide, estradiol-bound; inhibition, % at 25.6 µM; P03372; in the data active = inhibition above about 50%;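 also: 0% = receptor plus peptide control and 100% = peptide only without receptor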
FAK blocker = inhibitors of human focal adhesion kinase | Q05397 | biochemical FAK kinase activity assay | inhibition, %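 (tested at 7 µM)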 | 97,000 compounds, 0.84% hits | AID 727; in the data active = inhibition above about 19%;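 also: 0% = DMSO and 100% = reference compound high control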
Target sequence (Q05397 whole entry, looked up): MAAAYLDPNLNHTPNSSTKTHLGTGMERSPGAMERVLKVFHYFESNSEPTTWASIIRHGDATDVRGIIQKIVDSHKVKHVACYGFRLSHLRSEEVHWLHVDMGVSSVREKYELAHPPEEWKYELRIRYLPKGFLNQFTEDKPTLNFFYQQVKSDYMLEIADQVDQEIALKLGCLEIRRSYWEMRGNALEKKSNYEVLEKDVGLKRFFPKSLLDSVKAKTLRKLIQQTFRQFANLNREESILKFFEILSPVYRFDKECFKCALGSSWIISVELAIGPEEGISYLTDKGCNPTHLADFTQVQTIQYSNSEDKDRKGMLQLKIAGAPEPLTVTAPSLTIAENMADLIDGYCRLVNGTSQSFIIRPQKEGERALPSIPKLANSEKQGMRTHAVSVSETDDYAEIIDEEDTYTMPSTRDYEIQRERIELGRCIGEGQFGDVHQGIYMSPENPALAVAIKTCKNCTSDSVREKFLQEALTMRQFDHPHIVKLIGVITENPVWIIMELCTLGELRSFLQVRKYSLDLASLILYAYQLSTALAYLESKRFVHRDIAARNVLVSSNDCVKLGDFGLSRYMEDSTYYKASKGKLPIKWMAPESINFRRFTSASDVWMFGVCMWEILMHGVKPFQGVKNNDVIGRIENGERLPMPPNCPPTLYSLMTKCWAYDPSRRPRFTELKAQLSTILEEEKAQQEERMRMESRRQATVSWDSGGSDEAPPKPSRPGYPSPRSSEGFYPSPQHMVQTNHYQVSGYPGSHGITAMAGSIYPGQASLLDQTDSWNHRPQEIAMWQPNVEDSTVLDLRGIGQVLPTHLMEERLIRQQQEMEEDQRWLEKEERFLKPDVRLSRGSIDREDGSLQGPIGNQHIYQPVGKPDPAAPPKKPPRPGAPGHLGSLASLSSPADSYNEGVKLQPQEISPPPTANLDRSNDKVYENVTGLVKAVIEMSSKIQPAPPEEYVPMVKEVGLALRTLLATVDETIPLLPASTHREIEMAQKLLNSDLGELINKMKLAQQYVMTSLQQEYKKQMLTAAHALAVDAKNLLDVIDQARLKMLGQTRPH
PLAP activator = activators of human placental alkaline phosphatase; P05187; purified PLAP enzyme, luminescent substrate read-out; stronger effect = higher value; activation fold at 20 µM; 96,000 compounds, 1.2% hits; in the data active = activation fold above about 2
ERa coact pot = enhances coactivator binding to human estrogen receptor alpha | 86,000 compounds, 1.3% hits | coactivator binding (% of control), % at 25.6 µM | P03372 | TR-FRET ERalpha-LBD/SRC-Cy5 coactivator binding, 2 h; 100 = basal binding, no effect; in the data active = activity above about 200%;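 also: binding measured in presence of low estradiol as agonist stimulus; 0% = peptide alone without receptor and 100% = receptor with peptide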
Mac1 fbg enh = increases human CD11b/CD18 adhesion to fibrinogen. AID 1499. activation, % at 10 µM. K562 CD11b/CD18 adhesion to fibrinogen, ATPlite luminescence. P05107+P11215. 93,000 compounds, 0.07% hits;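 active = 10 µM primary screen giving 50% or more activity, confirmed by 40% or more on retest at that dose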; also: strong numbers were not always called active; reference of the scale not given here
MT1-MMP txn act = activates MT1-MMP transcription. 86,000 compounds, 0.16% hits. HT1080 MT1-MMP promoter luciferase reporter, luminescence, overnight; stronger effect = higher value. AID 750. activation factor at 10 µM;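 active = activation factor of at least 2 for MT1-MMP transcription at 10 µM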
E coli WT exp = E. coli BW25113 growth inhibition, expanded screen; AID 710; 98,000 compounds, 0.15% hits; OD600 absorbance; growth inhibition, % at 100 µM;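 active = growth inhibition above about 50% at one test dose, limit read from the data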;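 also: growth measured after 20 h incubation at 37 °C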
An asterisk follows results filed as active; nt = no result given; [ ] = remark or other dose.

SMILES	Mac1 fbg inh	ERb coact inh	ERa SRC1 inh	FAK blocker	PLAP activator	ERa coact pot	Mac1 fbg enh	MT1-MMP txn act	E coli WT exp
Cn1c(NC(=O)c2cc(Cl)ccc2Cl)cc(=O)n(C)c1=O	6	-4[fluorescence artefact?]	0	6	1.1	115[fluorescence artefact?]	1	nt	0
Cc1ccn2c(C(=O)CSc3ccc(Cl)cc3Cl)c(C)nc2c1	-4	nt	nt	3	0.9	nt	-6	nt	-6
Cc1cc(C(=O)NCCCn2ccnc2)cs1	-14	-3	-9	3	0.8	120	-5	1.1	3
CCN(CC(=O)Nc1ccc2c(c1)OCCO2)C(=O)c1cccc(S(=O)(=O)N2CCOCC2)c1	-9	6[fluorescence artefact?]	0	-4	1	120	4	1.1	-7
OC(COCc1ccc2c(c1)OCO2)CN1CCN(Cc2ccccc2)CC1 (stereo unspecified)	4	4	-3	0	1.5	99	-4	1.1	-3
Cc1nc2ccccc2nc1N1CCOCC1	-1	-2	7	1	1	108	-4	1.1	1
CC1CC(C)CN(C(=O)c2ccncc2)C1 (stereo unspecified)	3	9	7	1	0.9	100	3	1.2	5
Cc1cc2nc(C3CCN(Cc4nnnn4Cc4cccs4)CC3)[nH]c2cc1C	-12	-12	-2	nt	0.4	109	-2	1	9
Clc1ccc(N=c2ssnc2Cl)cc1	nt	-11	-16[fluorescence artefact?]	-2	nt	71[fluorescence artefact?]	nt	1.7	nt
O=C(Nc1ccc(-c2nc3ccccc3o2)cc1)c1ccc(N2CCOCC2)c([N+](=O)[O-])c1	4	nt	nt	-1	0.9	nt	12	nt	-4
CCNC(=O)N1CCOCC1	-7	-8	-7	0	0.9	106	-3	nt	-5
c1ccc(CN2c3ccccc3-c3nc4ccccc4n3C2c2ccccn2)cc1 (stereo unspecified)	nt	1	7	-6	1.3	84	nt	1.1	-19
COC(=O)Cn1nnc(-c2cccc(OC)c2)n1	-12	-19[fluorescence artefact?]	-7	6	1	99[fluorescence artefact?]	-5	1	4
Cc1ccccc1CS(=O)(=O)CC1(O)CCN(C(=O)c2cccc(C(F)(F)F)c2)CC1	4	nt	nt	4	1.3	nt	0	nt	5
COc1ccc(CCNC(=O)CSC2=Nc3ccccc3C3=NC(C(C)C)C(=O)N23)cc1OC (stereo unspecified)	-9	-17	-48	-6	1.1	125	0	1.1	3
O=C(COc1ccc(S(=O)(=O)Nc2ccccc2)cc1)N1CCOCC1	-8	-21	-28	-1	1	106	-3	1	7
COc1cccc(CN2CCN(S(=O)(=O)c3ccc(Br)cc3)CC2)c1	2	-3	-8	-1	0.8	90	-4	1.2	-3
CCCCc1nc(NCCNC(=O)c2ccco2)c(C#N)c2c1CSC(C)(C)C2	8	13	14	1	1.9	97[fluorescence artefact?]	0	1.1	5
COc1ccc(C(=O)Nc2cc3c(cc2C#N)OCO3)cc1S(=O)(=O)NCc1ccco1	6	1	4[fluorescence artefact?]	3	1	92	-5	1.1	-5
Cc1cccc(N(C)c2cc(C)nc3nc(C)nn23)c1	nt	11[fluorescence artefact?]	2	nt	nt	102	nt	1.1	-17
CC(=O)c1c(C)nc(-c2ccc(Cl)cc2Cl)n1O	nt	-1	1	-3	nt	109[fluorescence artefact?]	nt	1.1	-11
COc1ccc(S(=O)(=O)n2nc(-c3cc(OC)c(OC)c(OC)c3)cc2N)cc1OC	nt	-9	-9	nt	nt	128[fluorescence artefact?]	nt	1.1	-8
COc1ccc(NC(=O)Cc2nn(C)c(=O)c3ccccc23)c2ncccc12	2	17[fluorescence artefact?]	-5[fluorescence artefact?]	nt	0.8	217*	-2	1.2	nt
CC1C(=O)C(C)C(c2ccco2)NC1c1ccco1 (stereo unspecified)	-13	-3	0	nt	0.9	111	5	1.1	-3
O=c1[nH]c(=O)n(Cc2ccco2)c2c1C(C(F)(F)F)(C(F)(F)F)N=C(Cc1ccccc1)N2	nt	2	10	1	1.2	79	nt	1.2	-5

Fetched by structure from above:
SMILES	Mac1 fbg inh	ERb coact inh	ERa SRC1 inh	FAK blocker	PLAP activator	ERa coact pot	Mac1 fbg enh	MT1-MMP txn act	E coli WT exp
Cc1nc2ccccc2nc1N1CCOCC1	-1	-2	7	1	1	108	-4	1.1	1
COc1ccc(NC(=O)Cc2nn(C)c(=O)c3ccccc23)c2ncccc12	2	17[fluorescence artefact?]	-5[fluorescence artefact?]	nt	0.8	217*	-2	1.2	nt
Cc1cc(C(=O)NCCCn2ccnc2)cs1	-14	-3	-9	3	0.8	120	-5	1.1	3

Three compounds already listed, ordered by SMILES length, smallest number first:
SMILES	Mac1 fbg inh	ERb coact inh	ERa SRC1 inh	FAK blocker	PLAP activator	ERa coact pot	Mac1 fbg enh	MT1-MMP txn act	E coli WT exp
Clc1ccc(N=c2ssnc2Cl)cc1	nt	-11	-16[fluorescence artefact?]	-2	nt	71[fluorescence artefact?]	nt	1.7	nt
O=C(COc1ccc(S(=O)(=O)Nc2ccccc2)cc1)N1CCOCC1	-8	-21	-28	-1	1	106	-3	1	7
Cc1cc2nc(C3CCN(Cc4nnnn4Cc4cccs4)CC3)[nH]c2cc1C	-12	-12	-2	nt	0.4	109	-2	1	9

(continued)
SMILES	Mac1 fbg inh	ERb coact inh	ERa SRC1 inh	FAK blocker	PLAP activator	ERa coact pot	Mac1 fbg enh	MT1-MMP txn act	E coli WT exp
Cc1ccc(NC(=O)c2cc([N+](=O)[O-])ccc2NCc2cccnc2)cc1	-4	nt	nt	-1	0.9	nt	1	nt	-13
Cc1nn(CC(O)COc2ccc3c(c2)CCC3)c(C)c1Br (stereo unspecified)	nt	-5	-3	3	1	103	nt	1.1	1
Cc1sc(NC(=O)c2ccco2)nc1-c1ccccc1	5	-9	5	11	1	99	0	1.4	8
O=C(CSc1ncnc2c1oc1ccccc12)Nc1cccc(C(F)(F)F)c1	5	19[fluorescence artefact?]	24[fluorescence artefact?]	-6	0.8	188[fluorescence artefact?]	0	1.1	-9
Cc1ccc(NC(=O)c2cc(NC(=O)c3ccco3)ccc2N2CCCCC2)cc1	-5	11[fluorescence artefact?]	-1	4	0.8	96	-1	1.1	-2
CCN(CC)CCNC(=O)c1ccccc1N	-30	-3[fluorescence artefact?]	3	0	0.9	97	10	1.2	-1
CCn1cc(C(=O)Nc2ccccc2C(=O)OC)c(=O)c2ccc(C)nc21	nt	-3	-9	nt	nt	99[fluorescence artefact?]	nt	1.1	nt
Cc1cc(C)nc(SCC(=O)Nc2ccc(S(=O)(=O)Nc3nccs3)cc2)n1	0	nt	nt	4	0.9	nt	1	1.1	0
CS(=O)(=O)N(CC(=O)Nc1ccccc1)Cc1ccc(Cl)cc1	-14	-4	-6	1	0.8	107	-3	1.1	2
Cc1cc(C)n2nc(S(=O)(=O)N(C)Cc3ccccc3)nc2n1	nt	2	0	3	1.3	100	nt	1.1	-2
CC(=O)NCCOc1ccc2oc3ccccc3c2c1	0	-5	-7	1	1.1	100	2	1.3	5
O=C(CSc1nnnn1-c1ccc2c(c1)CCC2)NCc1cccs1	-15	-8[fluorescence artefact?]	-3[fluorescence artefact?]	0	0.9	87	-4	1	-4
C[C@]12CCC(=O)C=C1CC[C@@H]1[C@@H]2C(=O)C[C@@]2(C)[C@H]1CC[C@]2(O)C(=O)CO	nt	0	-2	nt	nt	110	nt	1.2	nt
CCOc1ccc(C(C)(C)C)cc1S(=O)(=O)N1CC(C)OC(C)C1 (stereo unspecified)	-3	0	0	8	1.6	100	4	1	-5
O=C(c1ccc(S(=O)(=O)N2CCCCC2)cc1)N1CCN(Cc2ccc3c(c2)OCO3)CC1	4	1[fluorescence artefact?]	-14	-2	1.7	124	0	1.1	1
Cc1ccc(-c2oc3ccccc3c(=O)c2O)cc1	-9	-15	-6	nt	1.2	101	-4	1.2	-10
Cc1ccccc1Cn1nnc(-c2ccc3c(c2)OCO3)n1	nt	-8	-7	0	nt	93	nt	1.3	nt
O=C(CS(=O)CC(=O)Nc1ccc(Cl)cc1)NCC1OCCc2ccccc21 (stereo unspecified)	-23	-1	-1[fluorescence artefact?]	6	1	91[fluorescence artefact?]	0	1	9
Cc1cc(C(=O)Nc2nnc(-c3ccccc3)s2)no1	15	5	14[fluorescence artefact?]	2	1.1	102	-2	1.4	-16
c1ccc(-c2csc(Cc3nnc4n3CCCCC4)n2)cc1	2	-7[fluorescence artefact?]	5	-1	0.8	104	-3	1.1	12
CN1CCc2c(sc3c2c(=O)n(-c2ccccc2)c2nnc(SCc4ccccc4)n32)C1	-12	nt	nt	nt	1.2	nt	10	1.1	1
COCC(C)NC(=O)NC1(C(F)(F)F)Oc2ccc(Cl)cc2O1 (stereo unspecified)	1	19[fluorescence artefact?]	10[fluorescence artefact?]	3	0.7	73	-2	1.1	4
O=C(NCCc1ccc(Cl)cc1)C1CCCN(S(=O)(=O)c2cnc[nH]2)C1 (stereo unspecified)	4	-5	-5	4	1.3	98	-4	1.1	2
O=C(CN1C(=O)C2CC=CCC2C1=O)Nc1ccc(-c2nnc3n2CCCCC3)cc1 (stereo unspecified)	-11	2[fluorescence artefact?]	4	nt	1.1	91	0	1.1	2
COc1ccccc1C(=O)N1CCCC1(C#N)c1ccccc1 (stereo unspecified)	9	-5	1	0	0.9	109	4	1.2	-3
